Tau fibril FP: blocks human tau fibril formation measured by polarization; P10636; K18 P301L tau heparin fibrillization, Alexa594 FP, 6 h; Potency, µM (titrated, usually from 57.7 µM), without a hit: at the top dose activity, negative = inhibition, usual class: inhibitors; actives 0.39% (n = 280,000); AID 1468; note: potency is the fitted concentration of half-maximal effect; % is set by controls: 0 for no effect and ±100 for the full control effect; nearly all actives have a fitted effect of over 55% in size
Target sequence (P10636 561-689 P618L limits assumed): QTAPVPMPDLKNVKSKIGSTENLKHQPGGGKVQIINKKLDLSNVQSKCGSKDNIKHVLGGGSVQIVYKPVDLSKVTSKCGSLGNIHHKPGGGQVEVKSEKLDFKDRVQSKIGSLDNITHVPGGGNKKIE
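FP of Alexa 594-tau after heparin (20 uM) induction. Substrate: human K18 P301L, 15 uM unlabeled, 0.24 uM labeled. Buffer 100 mM sodium acetate pH 7. 6 hr, 37 C.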
CBFb-RUNX1 inh: blocks binding between human CBF-beta and RUNX1; Q01196+Q13951; AlphaScreen CBFb-His/RUNX1-biotin binding, biochemical; Potency, µM (titrated, usually from 59.8 µM), without a hit: at the top dose activity, negative = inhibition, hits mostly inhibitors; 230,000 tested, under 10 active; AID 1477; note: % of control where 0% means no effect
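AlphaScreen proximity signal reports loss of binding between His-tagged CBF-beta and biotin-labelled RUNX1, each at 30 nM. Proteins are pre-associated for 20 minutes, compounds added for 15 minutes, then beads for 90 minutes, all at ambient temperature.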
TRb SRC2 PPI: inhibitors of human thyroid hormone receptor beta-SRC2 interaction. TRbeta-SRC2 peptide binding, fluorescence polarization; receptor liganded with 1 µM T3. Potency, µM (titrated, usually from 106 µM), for inactives: at the highest dose activity change, negative = inhibition, most hits filed as inhibitors. actives 0.065% (n = 280,000). AID 1469;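 note: potency is the fitted concentration of half-maximal effect; plate controls were bound peptide for no effect and peptide without receptor for full effect; nearly all actives have a fitted effect of over 50% in size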
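Quantitative HTS by FP: 0.6 uM TRb LBD, 20 nM labeled SRC2 20-mer, 1 uM T3, 5% DMSO; 5 hr ambient incubation; % activity per concentration and potencies from concentration series.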
NPSR antag: neuropeptide S receptor (human) antagonism, cAMP; Q6W5P4; CHO-NPSR cells, cAMP TR-FRET, antagonist mode; Potency, µM (highest dose often 38.3 µM), for inactives: at the highest dose activity change, negative = inhibition, hits mostly inhibitors; actives 1% (n = 220,000); AID 1461; note: potency is the fitted concentration of half-maximal effect; % is set by controls: 0 for no effect and ±100 for the full control effect; nearly all actives have a fitted effect of over 50% in size; many of its hits are not listed in these tables
Target sequence (Q6W5P4 whole entry, looked up): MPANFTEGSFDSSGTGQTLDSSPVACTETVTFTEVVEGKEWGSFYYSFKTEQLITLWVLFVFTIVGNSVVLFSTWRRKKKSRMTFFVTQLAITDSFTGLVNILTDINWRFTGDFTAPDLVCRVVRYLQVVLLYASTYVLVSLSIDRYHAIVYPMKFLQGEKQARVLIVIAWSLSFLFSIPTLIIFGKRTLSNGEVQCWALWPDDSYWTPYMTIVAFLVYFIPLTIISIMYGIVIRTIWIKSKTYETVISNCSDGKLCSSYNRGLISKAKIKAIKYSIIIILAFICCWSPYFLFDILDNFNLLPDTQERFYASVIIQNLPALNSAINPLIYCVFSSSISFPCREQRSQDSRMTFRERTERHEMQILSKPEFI
TexasRed fluor: Texas Red fluorescence interference in TRb-SRC2 counter-screen; Potency, µM (series often up to 106 µM), without a hit: at the highest dose fluorescence change, negative = quenching; TRb/SRC2 Texas Red total fluorescence interference; actives 0.29% (n = 280,000); AID 1479; active = well fitted curve in either direction with a large enough effect; inconclusive = small, poorly fitted or top-dose-only effect; note: potency is the fitted concentration of half-maximal effect; % is set by controls: 0 for no effect and ±100 for the full control effect
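Flags fluorescent or light-absorbing compounds by total fluorescence, S + 2P, at 555 nm excitation and 632 nm emission. Mixture: 20 nM Texas Red SRC2 peptide, 0.6 uM human TRb LBD, 1 uM T3, 5% DMSO; compound exposure 5 h at ambient temperature.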
Epigenetic derep: epigenetic control regulation, reporter derepression. actives 0.2% (n = 280,000). Potency, µM (top dose mostly 53.9 µM), for inactives: at the highest dose GFP activation, actives largely listed as activators. murine LDR cells, GFP reporter derepression, 30 h; note: potency is the fitted concentration of half-maximal effect; % of control where 0% means no effect; nearly all actives have a fitted effect of over 60% in size
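GFP-positive cell count by laser-scanning cytometry (objects 20–120 um) after 30 h, 37 C compound exposure of murine LDR cells; reporter is CMV-GFP integrated at a silenced locus, inducible by HDAC or DNMT inhibitors.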
Tau fluor counter: counter-screen for tau fibril formation inhibitors | actives 0.93% (n = 280,000) | tau K18 P301L Alexa594 fluorescence, heparin fibrillization | Potency, µM (doses to about 57.7 µM), inactives show at the top dose activity change, negative = decrease; note: potency is the fitted concentration of half-maximal effect; % is set by controls: 0 for no effect and ±100 for the full control effect; nearly all actives have a fitted effect of over 55% in size
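Human tau K18 P301L (15 uM unlabeled, 0.24 uM Alexa 594-labeled) in 100 mM sodium acetate pH 7 with 20 uM heparin, 6 hr at 37 C. ThT 30 uM added, 1 hr ambient; Alexa 594 FP and total fluorescence read at 555/632 nm.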
aGal spleen mod: inhibitors or activators of human alpha-galactosidase in spleen homogenate. P06280. human spleen homogenate, 4MU-alpha-Gal fluorescence, 40 min. Potency, µM (titrated, usually from 80 µM), without a hit: at the top dose activity change, negative = inhibition, usual class: inhibitors. actives 0.008% (n = 240,000). AID 2107;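 note: potency is the fitted concentration of half-maximal effect; 0% = enzyme with vehicle and -100% = no enzyme basal signal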
Target sequence (P06280 32-429 limits assumed): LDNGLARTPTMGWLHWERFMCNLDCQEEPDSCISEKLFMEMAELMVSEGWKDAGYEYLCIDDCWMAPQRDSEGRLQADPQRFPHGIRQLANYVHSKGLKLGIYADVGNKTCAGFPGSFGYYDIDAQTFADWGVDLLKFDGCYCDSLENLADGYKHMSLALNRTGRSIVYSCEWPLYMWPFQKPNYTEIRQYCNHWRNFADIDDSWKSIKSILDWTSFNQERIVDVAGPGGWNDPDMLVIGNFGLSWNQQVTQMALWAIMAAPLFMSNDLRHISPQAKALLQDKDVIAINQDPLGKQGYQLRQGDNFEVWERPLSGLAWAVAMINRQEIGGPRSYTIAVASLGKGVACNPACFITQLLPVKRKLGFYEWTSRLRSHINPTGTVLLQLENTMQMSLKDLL
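Inhibition or activation of alpha-galactosidase in human spleen homogenate is scored by 4-MU fluorescence after 40 min at 37C, pH 5.0, with 1 mM substrate. AC50s come from concentration-response fitted to the Hill equation.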
* = called active by the depositor; ? = inconclusive; . = no result given; & = joins results of further samples; [ ] = dose if it differs, or a comment. Unless noted, calls come from the whole dose curve; as a rule, active = well fitted curve in the direction sought with a large enough effect; inconclusive = small, poorly fitted or top-dose-only effect, or another doubt; inactive = no such curve, though single readings can be large; an effect the other way counts as inactive or inconclusive. Some of the compounds tested; count on the stated rates, not on these rows.

item	molecule	Tau fibril FP	CBFb-RUNX1 inh	TRb SRC2 PPI	NPSR antag	TexasRed fluor	Epigenetic derep	Tau fluor counter	aGal spleen mod
1	O=C(NCC(=O)N1CC(O)CC1C(=O)N1CCCC1C(=O)OCc1ccccc1)OCc1ccccc1 (stereo unspecified)	-1%	-8%	1%	-15%	-1%	7.0%	1%	0%
2	COc1cc(=O)n(C)c2c(OCC3OC(C)(C)OC3(C)C)cccc12 (stereo unspecified)	-7%&8%	-4%&-2%	8%&1%	-11%	-5%&0%	0.0%&1.2%	-3%&-8%	10%&3%
3	CCOc1ccc(CCNC(=O)CCc2cn(Cc3ccc(C)cc3)c3ccccc23)cc1	6%	.	1%	.	-2%	-0.1%	-8%	.
4	Cc1c(S(=O)(=O)Nc2ccc3c(c2)OCCO3)c(=O)n(C)c(=O)n1C	-11%	-1%	3%	22%[46.1 µM]	0%	1.0%	-6%	-5%
5	CCCCCc1c(C)nc(N2CCc3ccccc3C2)[nH]c1=O	4%	12%	-15%	-6%[46.1 µM]	0%	-1.1%	8%	4%
6	COc1ccc2nc(NC(=O)C3CCCN(S(=O)(=O)c4c(C)noc4C)C3)sc2c1 (stereo unspecified)	1%	7%	-2%	-17%[46.1 µM]	-3%	-0.8%	-24%	-6%
7	Cc1ccc(S(=O)(=O)N2CCCN(S(=O)(=O)C3CCS(=O)(=O)C3)CC2)cc1 (stereo unspecified)	-1%	9%	-1%	12%[46.1 µM]	-3%	0.0%	-4%	4%
8	COC/C=C/C1=CC2=CC(=O)C(C)(OC(=O)c3cnc4ccccc4n3)C(=O)C2=CN1CCc1c[nH]c2ccccc12 (stereo unspecified)	-2%[11.6 µM]	-25%[13.1 µM]	2%[11.2 µM]	.	-4%[11.2 µM]	.	-13%[11.6 µM]	0%[17.5 µM]
9	C/C=C/CSc1nc2c(c(=O)[nH]c(=O)n2C)n1Cc1ccc(C)cc1	2%	24%	-13%	-18%[46.1 µM]	2%	-1.8%	10%	-16%
10	CCCCn1c(N)c(N(CC)C(=O)c2ccc3c(c2)S(=O)(=O)c2ccccc2C3=O)c(=O)[nH]c1=O	6%	1%	-7%	9%[7.67 µM]	2%	3.7%	4%	?
11	CC(=O)N1C(C)(C)CC(=NOS(=O)(=O)c2ccccc2)CC1(C)C	-8%	3%	-4%	10%	0%	-1.3%	-2%	-1%
12	Cc1ccc(Cl)cc1NC(=O)CSc1nccn1C	-3%	.	-1%	.	-6%	0.0%	-11%	.
13	S=C(NCc1cccc(Cl)c1)NC1CCCCC1	-2%	17%	1%	-28%	-9%	-2.0%	?	0%
14	CCc1ccccc1NC(=O)CCC(=O)OCC(=O)c1ccc(-c2ccccc2)cc1	-2%	-4%	-4%	-8%	-4%	-1.0%	-5%	6%
15	CCOC(=O)C1(Cc2cccc(Cl)c2)CCCN(CCO)C1 (stereo unspecified)	2%	0%	4%[53 µM]	0%	0%[53 µM]	7.2%	8%	2%
16	COc1cccc(-n2c(Cc3cc(=O)[nH]c(=O)[nH]3)nnc2SCc2cccnc2)c1	8%	0%	7%	-3%[46.1 µM]	-1%	3.7%	4%	10%
17	O=C(NC1CCCCCCC1)c1cc(F)c(F)cc1Cl	-7%	5%	0%	-2%	-1%	8.0%	-4%	-9%
18	CC(C)N(C(=O)c1ccccc1-c1ccccc1)C(C)C	1%	0%	-12%	-19%[46.1 µM]	0%	-1.6%	-5%	5%
19	Fc1cccc(Cc2noc(CN3CCN(c4cnccn4)CC3)n2)c1	-2%	3%	5%	1%	0%	1.6%	-4%	-11%
20	COc1cc(C(C)=O)ccc1COc1ccc(C(=O)O)cc1OC	2%	1%	-7%	-2%	-3%	-1.0%	-1%	11%
21	CC(=O)OC(C(=O)NCc1ccco1)c1ccncc1 (stereo unspecified)	-3%	-1%	-5%	13%[46.1 µM]	-1%	-0.7%	-3%	1%
22	O=C(NCc1ccco1)c1cc2nc(C3CC3)cc(C(F)(F)F)n2n1	-1%	3%	6%	-13%[46.1 µM]	-6%	0.0%	0%	-3%
23	CCOC(=O)c1ccccc1NC(=O)Cc1ccccc1OC	-4%	18%	-5%	-20%[46.1 µM]	2%	-1.0%	-10%	10%
24	CCOC(=O)CSc1nc2sc(C)c(C)c2c(=O)[nH]1	5%	5%	-6%	18%[46.1 µM]	-2%	5.1%	4%	2%
25	CCOC(=O)C1=C(CSc2nc(CC)c(C)cc2C#N)OC(N)=C(C#N)C1c1ccccc1 (stereo unspecified)	-7%	0%	-10%	-27%[46.1 µM]	-1%	-6.1%	-27%	3%
26	CCOc1ccc(NS(=O)(=O)c2ccc(NS(=O)(=O)c3ccccc3)cc2)cc1	?	4%	-4%	-24%[46.1 µM]	-2%	0.8%	?	10%
27	Oc1ccc(-c2nc3ccccn3c2Nc2ccc3c(c2)OCCO3)cc1	13%	.	0%	.	0%	1.6%	?	.
28	Cc1cccc(NC(=O)Nc2nnc(N(C)C3CCCCC3)s2)c1C	5%	.	14%	.	-3%	1.3%	-6%	.
29	Cc1ccc(F)cc1-c1ccc(C(=O)N=C(N)N)o1	.	15%	-6%	.	1%	.	.	7%
30	Cc1cc(C)c2c(N)c(C(=O)C(C)(C)C)sc2n1	2%	3%	6%	0%	-1%	-1.9%	2%	1%
31	Cn1c(SCc2n[nH]c(=S)o2)nnc1-c1ccccc1	1%	7%	-1%	13%	-1%	-1.9%	-5%	-2%
32	COc1ccc(N=C2NC(=O)/C(=C/C=C/c3ccccc3)S2)cc1	-11%	1%	-4%	-10%	0%	17%	-4%	11%
33	CCn1ncc(/C=N/O)c1C	4%	8%	-1%	-3%[46.1 µM]	1%	2.6%	-8%	-29%
34	O=C(COc1ccccc1)NCCSc1ccccc1	-10%	7%	2%	-8%[46.1 µM]	2%	0.7%	-12%	-4%
35	COc1ccccc1C(=O)Nc1ccccc1C(=O)OCc1cc(=O)n2ccsc2n1	-13%	.	-1%	.	-1%	2.4%	-5%	.
36	CCCCN(C)CCn1c(=S)[nH]c2ncccc2c1=O	3%	1%	4%	-1%[46.1 µM]	1%	-10%	-8%	-9%
37	Cc1ccc2c(c1)N(C(=O)Nc1cccc3c1CCCC3)CC(C)O2 (stereo unspecified)	-8%	.	-3%	.	-9%	0.0%	?	.
38	CCN(CC)S(=O)(=O)c1cc(-c2nn(C)c(=O)c3ccccc23)ccc1C	7%	-4%	-2%	-22%[46.1 µM]	-8%	5.8%	-13%	5%
39	CCOc1ccccc1CN1CCN(Cc2cc3ccccc3[nH]2)CC1CCO (stereo unspecified)	9%[2.34 µM]	-2%	-3%	-10%	-3%	1.1%	-12%	5%
40	O=C(O)[C@H]1C(=CCO)O[C@H]2CC(=O)N12	-13%	-11%	3%	.	-1%	-1.3%	-7%	-4%

Single records, as listed above. Screens in order: Tau fibril FP	CBFb-RUNX1 inh	TRb SRC2 PPI	NPSR antag	TexasRed fluor	Epigenetic derep	Tau fluor counter	aGal spleen mod
`CCOC(=O)C1=C(CSc2nc(CC)c(C)cc2C#N)OC(N)=C(C#N)C1c1ccccc1` (stereo unspecified) reads -7%	0%	-10%	-27%[46.1 µM]	-1%	-6.1%	-27%	3%
`CCCCN(C)CCn1c(=S)[nH]c2ncccc2c1=O` reads 3%	1%	4%	-1%[46.1 µM]	1%	-10%	-8%	-9%

(further entries)
item	molecule	Tau fibril FP	CBFb-RUNX1 inh	TRb SRC2 PPI	NPSR antag	TexasRed fluor	Epigenetic derep	Tau fluor counter	aGal spleen mod
41	Cc1ccc(-n2cc(CN3CCN(c4ccccn4)CC3)c(-c3ccc(F)cc3)n2)cc1	-10%	2%	-3%	31%	-6%	1.5%	-13%	5%
42	Cc1ccc(NC(=O)Cn2ncc3c4ccccc4n(Cc4ccccc4)c3c2=O)cc1Cl	-18%	.	5%	.	-2%	?	-21%	.
43	CCOc1cc(/C=N/O)ccc1OS(=O)(=O)c1ccc(C)cc1	-10%	9%	1%	-16%[46.1 µM]	-2%	-2.7%	-27%	-2%
44	O=C(CC1SC(=Nc2cccc3ccccc23)N(Cc2ccccn2)C1=O)Nc1ccccc1Br (stereo unspecified)	?	-10%	3%	-23%	0%	1.1%	-27%	-2%
45	CCCCC(CC)C(=O)Nc1cccc(SC)c1 (stereo unspecified)	-4%	18%	6%	30%	-3%	0.1%	-14%	-2%
46	CCn1c(SC)nc(O)c(C(c2ccc(OC)c(O)c2)c2c(O)nc(SC)n(CC)c2=O)c1=O	?	-3%	-1%	-10%[46.1 µM]	-6%	0.0%	-23%	-6%
47	CC(C)Oc1cccc(C(=O)C2CCCN(S(=O)(=O)C(C)C)C2)c1 (stereo unspecified)	0%	14%	-8%	27%	1%	-5.7%	-16%	3%
48	COC(=O)c1c(C)oc2ccc(N(C(=O)Oc3ccccc3)S(=O)(=O)c3ccccc3)cc12	-7%	-4%	-2%	-21%[46.1 µM]	-1%	0.0%	-26%	14%
49	C/C(=N\Nc1nc(-c2ccccc2O)nc2ccccc12)c1ccccc1	-3%	-9%	-9%	-5%	-1%	5.1%	?	-6%
50	CS(=O)(=O)c1ccc(CNC(=O)C2(C(F)(F)F)CC(CCCO)CCCO2)cc1 (stereo unspecified)	.	4%	4%	.	-2%	.	.	0%
51	O=C(NC1CC1)C1CCN(C2CCN(C(=O)/C=C/c3cccc(F)c3F)CC2)CC1	4%	3%	3%	4%	-4%	-1.1%	-4%	-4%
52	CCN(CC)CCCSc1nc2ccccc2s1	-5%	-3%	-3%	16%	-2%	-1.1%	-4%	-6%
53	CC1(C)CC(=O)C(C#N)=C(NCCCO)C1	5%	10%	-6%	21%[46.1 µM]	-3%	-0.1%	15%	-3%
54	N#Cc1ccc(NC(=S)Nc2ccccc2)cc1	8%	9%	2%	4%	-1%	1.0%	9%	2%
55	C=CCNC(NC(=O)c1ccccc1)(C(=O)OCC)C(F)(F)F (stereo unspecified)	-7%	4%	-4%	-1%[46.1 µM]	-2%	-2.5%	-6%	0%
56	Nc1nnc(SCC(=O)c2ccc3c(c2)NC(=O)CO3)s1	-5%	7%	0%	-4%	-7%	-0.7%	-3%	1%
57	CCOC(=O)CSc1nc(C)c2cccc(C)c2n1	2%	7%	-2%	24%	0%	1.3%	-6%	-19%

Bioassay records (PubChem BioAssay)
